STK33 inh: human STK33 kinase inhibition; Q9BYT3; purified STK33, MBP phosphorylation, ADP-Glo luminescence; inhibition, % at 10 µM; 320,000 compounds, 0.073% hits; AID 2661;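 active = inhibition at or above 25%, using the most active replicate where run in duplicate; inactive = inhibition below 25%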
Target sequence (Q9BYT3 whole entry, looked up): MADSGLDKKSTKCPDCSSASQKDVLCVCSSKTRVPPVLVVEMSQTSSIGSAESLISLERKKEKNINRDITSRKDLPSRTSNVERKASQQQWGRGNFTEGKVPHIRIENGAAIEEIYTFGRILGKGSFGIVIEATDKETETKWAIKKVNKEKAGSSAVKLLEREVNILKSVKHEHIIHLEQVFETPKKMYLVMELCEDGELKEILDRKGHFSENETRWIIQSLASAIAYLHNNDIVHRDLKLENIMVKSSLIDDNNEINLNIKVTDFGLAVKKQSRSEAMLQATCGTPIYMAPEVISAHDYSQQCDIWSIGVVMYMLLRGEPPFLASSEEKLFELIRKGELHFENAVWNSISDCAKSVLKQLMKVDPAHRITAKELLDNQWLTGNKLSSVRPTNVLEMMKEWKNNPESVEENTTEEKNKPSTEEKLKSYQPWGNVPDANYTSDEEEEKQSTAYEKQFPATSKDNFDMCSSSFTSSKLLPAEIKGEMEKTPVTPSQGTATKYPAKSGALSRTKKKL
Kir21 inh: Kir2.1 (mouse) channel inhibition. HEK293-Kir2.1, FluxOR thallium flux fluorescence; active compounds read low. B-score at 10 µM. 310,000 compounds, 0.85% hits. AID 1672;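 active = fluorescence ratio B-score at or below minus 3 SD of library scores, with starting-brightness B-score within 2 SD, cut at about -4.2 in these data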;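 note: channel flux triggered by added potassium and thallium sulfate stimulus; B-score of peak minus minimum fluorescence over baseline after thallium stimulus; more negative B-score means stronger Kir2.1 block with less thallium influx; some compounds called inactive have numbers as strong as hits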
Target sequence (P35561 whole entry, looked up): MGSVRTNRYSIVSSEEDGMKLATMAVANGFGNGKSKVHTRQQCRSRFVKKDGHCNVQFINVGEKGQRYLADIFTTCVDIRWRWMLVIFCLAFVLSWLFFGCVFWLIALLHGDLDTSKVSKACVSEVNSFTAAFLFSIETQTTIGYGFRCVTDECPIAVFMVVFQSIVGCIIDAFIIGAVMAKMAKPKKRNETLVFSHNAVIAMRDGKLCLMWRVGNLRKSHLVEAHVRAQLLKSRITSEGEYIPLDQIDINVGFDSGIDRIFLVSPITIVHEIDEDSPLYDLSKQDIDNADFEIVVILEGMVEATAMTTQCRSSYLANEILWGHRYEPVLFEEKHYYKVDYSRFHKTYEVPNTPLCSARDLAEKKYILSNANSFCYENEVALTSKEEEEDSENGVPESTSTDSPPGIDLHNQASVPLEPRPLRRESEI
Numbers without * were called inactive; x = not tested or not shown.

Each structure is followed by: STK33 inh, Kir21 inh
COCCNC(=O)C(=O)NCC1OCCCN1S(=O)(=O)c1cccs1 (stereo not given)
    -1.0, 2
COc1ccccc1NC(=O)Nc1nc(CC(=O)Nc2ccc(N(C)C)cc2)cs1
    -0.3, -0.17
CSCCC(NC(=O)c1ccccc1Cl)C(=O)NNC(=O)c1ccncc1 (stereo not given)
    -1.4, 0.51
O=C(NCc1ccccc1)C1CC2CCCC(C1)C2=O (stereo not given)
    0.0, 2.02
O=C(Nc1ccc(S(=O)(=O)Nc2ncccn2)cc1)C12CC3CC(CC(Cl)(C3)C1)C2
    -0.8, x
OCCNc1ncnc2c1c(-c1ccccc1)c(-c1ccccc1)n2Cc1ccco1
    -1.9, 0.61
O=C(CCNS(=O)(=O)c1cccc2nonc12)NC1CCCCC1
    -2.0, -1.03
COC/C=C/C1=CC(=O)C[C@H](c2ccc3c(c2)OCO3)C1
    2.0, x
Cc1cc(Oc2ccc(=O)n(C)n2)nc(Oc2ccc(=O)n(C)n2)n1
    -1.3, 0.35
Cc1cnc(N)c2c(=O)oc3ccccc3c12
    0.6, 1.24
CCOC(=O)N1CCN(S(=O)(=O)c2ccc(Cl)cc2)CC1
    -0.5, -0.01
N=C1C(c2nc3ccccc3c(=O)[nH]2)=C(O)CN1CCc1ccccc1
    -2.9, 0.5
Cc1cc(C)n2nc3nc(N4CCCCC4)nc(-c4ccco4)c3c2n1
    -2.3, -0.92
COc1ccccc1CNC(=O)c1nnc(Cc2ccc(Cl)cc2)o1
    -0.9, 0.87
CSCCC(NC(=O)c1ccc(Br)cc1)C(=O)O (stereo not given)
    4.2, -1.32
CNc1nnc(-c2cccc(N(C)C)c2)s1
    1.0, -0.81
COc1ccc(CCNC(=O)NC2CCCCC2)cc1OC
    -2.4, 0.93
COc1cccc(NC(=S)NN2CCN(C)CC2)c1
    -0.5, -0.01
COc1ccc(-c2noc(CCC(=O)Nc3cc(OC)ccc3OC)n2)cc1
    -0.7, -1.19
Cc1c(NC(=O)c2cccc(NC(=O)c3ccco3)c2)cccc1C(=O)O
    0.8, -0.22
S=c1[nH]nc([C@@H]2C[C@H]2c2ccccc2)n1-c1ccccc1
    -1.9, -1.09
CC1CCCC(C)N1C(=O)COC(=O)c1ccc([N+](=O)[O-])o1 (stereo not given)
    -1.5, x
Cc1onc(-c2ccccc2)c1C(=O)NNC(=S)NC(=O)c1ccc(Br)cc1
    0.8, 1.77
O=C(Nc1ccccc1)N(C1=NCCCCS1)c1ccccc1
    0.8, 0.22
O=C(c1ccc(N2CCCCC2)c([N+](=O)[O-])c1)N(Cc1ccccc1)c1ccccn1
    0.6, -1.24
O=C(Cc1cccs1)Nc1cccc(-c2nc3cc4ccccc4cc3[nH]2)c1
    0.8, 0.94
CCOC(=O)C1=C(c2ccccc2)N=c2s/c(=C\c3cccc(O)c3)c(=O)n2C1c1cccs1 (stereo not given)
    -0.1, 1.77
NC(=S)c1cc2cc(Cl)ccc2oc1=O
    0.5, 0.21
N#Cc1c(C(F)(F)F)cc(-c2ccc(F)cc2)nc1SCC(=O)O
    -0.6, -0.1
O=C(Nc1ccccc1-c1ccccc1)C1CCCN(c2ncccn2)C1 (stereo not given)
    -1.7, -0.23
c1cncc(C2Nc3ccccc3-c3nc4ccccc4n32)c1 (stereo not given)
    39.4*, -1.09
O=c1c2ccccc2ncn1Cc1ccco1
    0.8, 0.56
COC(=O)/C=C1/S/C(=N/N=C/c2ccco2)NC1=O
    6.3, 2.49
Cc1nnsc1NC(=O)OCc1ccccc1Cl
    -0.5, -2.21
CCOc1ccccc1N(CC(=O)NCCSc1ccccn1)S(=O)(=O)c1ccc(C)cc1
    0.0, 0.11
CCN(CC)C(=O)c1sc(NC(=O)Cc2ccccc2)c(C#N)c1C
    0.7, -0.44
COC(=O)c1cc(C(=O)N2CCN(c3ncccn3)CC2)cc([N+](=O)[O-])c1
    0.2, 0.79
CCOC(=O)C(=O)Nc1ccccc1C(=O)OC
    -1.6, -0.92
Cc1cccc(N2CCN(C(=O)CCNS(=O)(=O)c3ccc4c(c3)CCC(=O)N4)CC2)c1C
    -0.5, -0.39
Cc1nc(C(F)(F)F)nc(Nc2ccc(N=Nc3ccccc3)cc2)c1C#N
    -0.4, -0.53
CC(=O)C1=NN(c2ccccc2)C(c2ccc3c(c2)OCO3)N1c1ccc(N2CCOCC2)cc1 (stereo not given)
    2.0, -1.04
CCOC(=O)c1[nH]c(=O)[nH]c1CSc1ccccn1
    -1.5, 0.94
Cc1cc(C=O)c(C)n1-c1cccc(C(=O)O)c1
    -1.3, -2.13
Cc1c(Cc2ccccc2)c(=O)oc2c(C)c(OCC(=O)N3CCC(C(=O)O)CC3)ccc12
    -1.0, -0.14
COc1ccc(COCC(O)CN2CCCC(C(F)(F)F)C2)cc1 (stereo not given)
    1.3, -0.45
COc1ccc(/C=C/c2ccncc2)cc1
    -0.4, 0.38
O=C(O)c1ccccc1SCc1cn2ccccc2n1
    -2.8, 1.04
CCN(CC)CCOC(=O)c1ccc(NC(=O)/C=C/c2cccs2)cc1
    1.6, -0.89
CSC1=NCCN1S(=O)(=O)c1ccccc1
    -1.3, 0.78
COc1cc(N2CCOCC2)ccc1C=C(C#N)C#N
    x, 2
CCCc1ccc(-c2ccc(-c3noc(-c4ccncc4)n3)cc2)nc1
    -1.4, -0.1
CCOc1ccc(CCNC(=O)COC(=O)/C=C/c2ccc(OC)c(OC)c2)cc1OCC
    -1.5, 1.82
COC(=O)c1cc2sccc2n1Cc1nc(-c2ccc(OC)cc2)oc1C
    -0.8, 0.37
COC(=O)c1c(C)oc2ccc(N(C(=O)c3ccncc3)S(=O)(=O)c3ccc4ccccc4c3)cc12
    0.3, 0.32
Cn1ncc([N+](=O)[O-])c1C(=O)Nc1cccc2ccccc12
    0.3, 1.21
CCOC(=O)C(=O)/C(=C\N(C)C)c1onc(-c2c(Cl)cccc2Cl)c1C(=O)OC
    -0.4, 0.09
O=c1cc(-c2ccc(F)cc2)oc2ccccc12
    1.2, 1.35
O=P(Cc1ccccc1)(c1ccccc1)c1ccccc1
    -0.7, -0.26
O=C(/C=C/c1ccccc1)CC(O)(c1ccccc1)C(F)(F)F (stereo not given)
    -0.2, -6.29*
S=c1nc(-c2cccc(Br)c2)[nH][nH]1
    0.3, 0.29

Next section.
Each structure is followed by: STK33 inh, Kir21 inh
Cc1cc[n+](-c2[nH]c(=O)sc2/C=N/NC([S-])=Nc2ccccc2)cc1C
    x, 0
COc1ccc(NC(=O)C2CCCO2)cc1Cl (stereo not given)
    -0.4, -0.07
N#Cc1ccc(C(=O)Nc2cc(S(=O)(=O)N3CCCC3)ccc2OCC(F)(F)F)cc1
    -1.2, 0.82
Cc1ccc(S(=O)(=O)c2nc(-c3ccccc3)oc2N2CCC(C(N)=O)CC2)cc1
    -0.1, -1.16
O=C1C2C3C=CC(CC3)C2C(=O)N1c1ccc(Cl)cc1 (stereo not given)
    -1.0, 0.11
OCc1ccnc(Cl)c1
    -3.8, 0.19
O=C(NCc1ccc2c(c1)OCO2)c1cnc2n(c1=O)CCS2
    0.3, 0.49
CC(=O)Nc1ccc(S(=O)(=O)NCCNS(=O)(=O)c2ccc(NC(C)=O)cc2)cc1
    -2.5, 0.01
O=C(NCc1ccco1)c1c2c(nc3ccccc13)CCC2
    -0.7, -0.06
CCCCNC(=O)c1cc(S(=O)(=O)N2CCCCC2)oc1C
    -1.1, 0.16
O=C(CN1CCc2ccccc2C1)c1cccs1
    0.5, -0.67
COc1ccc(C2/C(=C(/O)c3ccc4c(c3)CC(C)O4)C(=O)C(=O)N2CCCN2CCOCC2)cc1OC (stereo not given)
    0.0, 1.91
Cc1ccc(/C=N/NC(=O)C2CC(=O)N(c3ccccc3)C2)s1 (stereo not given)
    -1.3, -0.3
CCN(CC)CCn1c2ccccc2c2n[nH]c(=S)nc21
    -1.2, 1
CCCNCC1C(Oc2ccc(Cl)cc2Cl)C(=O)N1c1cccc(C)c1C (stereo not given)
    -0.3, 0.81
CCn1cnc2c([N+](=O)[O-])c(NS(=O)(=O)c3ccc(C)cc3)ccc21
    -1.5, 0.34
Cn1c(=O)[nH]c(=O)c2c1nc(NCCc1ccccc1)n2CC(O)COc1ccccc1 (stereo not given)
    -1.3, -0.84
Cc1c(NC(=S)N/N=C/c2ccc(Br)cc2)c(=O)n(-c2ccccc2)n1C
    1.3, 0.38
O=C(CSc1nnc(Cc2cccs2)n1Cc1ccco1)Nc1ccc(Br)cc1
    1.5, -1.85
CSCCC(=O)N1CCN(CC(=O)N2CCCC2)CC1
    -1.4, -0.74

The results go on:
molecule	STK33 inh	Kir21 inh
Cc1cc([N+](=O)[O-])nn1CC(=O)N1CCN(Cc2ccccc2)CC1	-1.2	-1.36
Cc1ccc(S(=O)(=O)N(CC(=O)N2CCN(c3ccccc3F)CC2)C2CCCCC2)cc1	0.4	0.83
COc1ccc(C=NCCC2(O)CC(C)N(C)CC2C)cc1 (stereo not given)	-0.8	2.09
Cc1c(NC(=O)COC(=O)Cn2cc(C(F)(F)F)ccc2=O)cccc1[N+](=O)[O-]	0.8	x
COc1ccccc1N=Nc1c(C)noc1C	0.2	-2.76
Cc1ccc([N+](=O)[O-])cc1NC(=O)c1ccccc1	-0.7	1.04
Cc1cc(C(F)(F)F)c(C#N)c(SCC(=O)NC2CC2)n1	-1.0	0.26
Cc1nn(-c2ccccc2)c2sc(C(=O)N(CC(=O)NC(C)(C)C)Cc3ccco3)cc12	-0.1	0.74
Cc1ccsc1/C=C1/SC(=O)N(CC(=O)N2CCCC2)C1=O	0.5	-0.25
COc1ccc(S(=O)(=O)NCc2csc(-c3cccnc3)n2)cc1	-0.1	-1.44
Cc1cc(C)c(S(=O)(=O)NCc2ccc3c(c2)cc(C)n3C)c(C)c1	-0.3	-0.38
Cc1noc(C)c1COC(=O)CCc1nc2ccccc2s1	-0.8	1.23
Cc1nc(NC(=O)c2ccco2)sc1C(=O)O	16.5	-0.01
CC1CCN(S(=O)(=O)c2ccc(S(=O)(=O)NCc3ccccc3)cc2)CC1	-1.0	-0.04
Cc1ccc(-n2cc(CN(C)Cc3nccn3C)c(-c3ccc(F)cc3)n2)cc1	-0.6	-1.48
O=C(NC12CC3CC(CC(C3)C1)C2)c1cc(F)c(F)cc1Cl	-0.3	-0.42
CC(=O)c1ccc(NC(=S)NC(=O)c2c(Cl)c(C)nn2C)cc1	-1.0	1.45
O=C1CSC(=Nc2ccc(Cl)cc2)N1Cc1ccco1	-0.5	1.13
COC(=O)C(C)(C)ONC(=O)Nc1ccccc1Br	-0.1	1.23
N/C(Cc1ccc([N+](=O)[O-])cc1)=N\OC(=O)Cc1ccccc1	-1.7	0.38
O=C(NCCCSc1ccccc1)c1cc(Br)ccc1O	-1.6	-0.73
COc1cccc(C2C(C#N)=C(N)SC(c3ccccc3)C2[N+](=O)[O-])c1 (stereo not given)	x	-0.81
O=C(Cn1cncn1)N/N=C/c1cccc(Cl)c1	-1.9	1.25
O=C(NCc1ccc(F)cc1)c1cc(-c2ccco2)on1	-0.7	-0.59
N#C/C(=C\c1ccccc1)C(=O)OCC(=O)N1CCCC1	0.5	1.04
O=C(N=C1SC2CS(=O)(=O)CC2N1c1ccc(F)cc1F)C1CC1 (stereo not given)	-1.9	0.93
O=C(O)c1cccc(N/N=C/c2cccc3ccccc23)c1	0.9	-1.99
COc1ccc2nc(SCCC(=O)O)cc(C)c2c1	0.3	-1.27
CC(C)CCN(Cc1ccco1)S(=O)(=O)c1ccc(-c2ccc(=O)[nH]n2)s1	-0.1	0.29
COc1ccc(N=C(C)C2=C(O)CSC2=O)cc1	-1.3	0.52

Arranged by value in STK33 inh (ascending): some entries from above
molecule	STK33 inh	Kir21 inh
O=C(Cn1cncn1)N/N=C/c1cccc(Cl)c1	-1.9	1.25
O=C(NCCCSc1ccccc1)c1cc(Br)ccc1O	-1.6	-0.73
O=C1CSC(=Nc2ccc(Cl)cc2)N1Cc1ccco1	-0.5	1.13
O=C(NC12CC3CC(CC(C3)C1)C2)c1cc(F)c(F)cc1Cl	-0.3	-0.42
N#C/C(=C\c1ccccc1)C(=O)OCC(=O)N1CCCC1	0.5	1.04

(continued)
molecule	STK33 inh	Kir21 inh
COC(=O)c1cc(C(=O)N2CCN(c3cccc(Cl)c3)CC2)cc([N+](=O)[O-])c1	-1.9	1.79
CCN(CC)S(=O)(=O)c1ccc2c(c1)nc(SCC(=O)NC1CC1)n2-c1ccccc1OC	-0.9	-0.2
COc1ccc(NC(=O)C(=O)NCCO)cc1Cl	-1.2	1.62
O=C(Cn1cnc2ccccc2c1=O)c1c[nH]c2ccccc12	-0.8	-0.88
CC(C)(C)OC(=O)[C@H](Cc1ccccc1)NC(=O)c1nc[nH]c1C(=O)N1CCN(c2ccccc2)CC1	-0.3	-0.02
CCCCCC(=O)Nc1nc(C)c(-c2csc(Nc3cc(Cl)ccc3OC)n2)s1	-0.4	-1.86
COc1cc(OC)cc(-c2nnc(SCC(=O)N3CCCc4ccccc43)o2)c1	-1.0	4.38e-16
CC1CN(C(=O)c2ccccc2C(=O)c2ncc[nH]2)CC(C)O1 (stereo not given)	-2.0	-0.06
CC(C)c1ccc(NC(=O)CSc2nc(=O)[nH]c3c2CCCC3)cc1	-0.8	2.4
COCCNC(=S)N(c1ccccc1)C(C)C	-0.3	-0.72
N#CCCn1cc(CNC2CCC(O)CC2)c2ccccc21 (stereo not given)	-1.5	0.37
O=C(NCc1ccccc1)c1ccc(-c2ccccc2C(F)(F)F)o1	0.0	-0.24
CN(C)c1ccc(NC(=O)c2cc3c(=O)n4ccccc4nc3n2C)cc1	0.0	1.39

Full records as entered above. Order of values: STK33 inh, Kir21 inh
Listed for `CCN(CC)S(=O)(=O)c1ccc2c(c1)nc(SCC(=O)NC1CC1)n2-c1ccccc1OC` → -0.9, -0.2
Listed for `COC(=O)c1cc(C(=O)N2CCN(c3cccc(Cl)c3)CC2)cc([N+](=O)[O-])c1` → -1.9, 1.79

Screening results as filed in PubChem.
